Screens (PubChem)
SW480 rereplic – A quantitative high throughput screen for small molecules that induce DNA re-replication in SW480 colon adenocarcinoma cells | SW480 DNA re-replication, Hoechst DNA content imaging, 48 h | Potency, µM (top dose mostly 46.1 µM), for inactives: at the top dose re-replication activation, most hits filed as activators | 340,000 tested, 1.8% active | AID 624297, 2012; note: potency is the fitted concentration of half-maximal effect; % of control where 0% means no effect; nearly all actives have a fitted effect of over 55% in size
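Compounds, transferred as 23 nL by pin tool, were incubated with cells for 48 hr; DNA content per nucleus was then quantified by Hoechst staining and fluorescence plate imaging.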
ATXN2 expr inh – Primary qHTS for Inhibitors of ATXN expression | HEK-293 ATXN2-luciferase reporter, luminescence, 24 h | Potency, µM (series often up to 57 µM), for inactives: top-dose activity change, negative = inhibition, hits mostly inhibitors | 360,000 tested, 0.72% active | AID 1745845, 2022; note: potency is the fitted concentration of half-maximal effect; % is set by controls: 0 for no effect and ±100 for the full control effect; nearly all actives have a fitted effect of over 55% in size
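qHTS (up to 57 uM final) was run with 24 h compound exposure of reporter cells at 37 °C. Each well was multiplexed: SteadyGlo luminescence measured ATXN2-luciferase expression after a fluorogenic Gly-Phe-AFC viability readout (25 uM final).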
ATXN viability – Viability Counterscreen for Primary qHTS for Inhibitors of ATXN expression. S2 cells (HEK-293 line with an ATXN2-luciferase reporter) viability, CellTiter-Fluor protease fluorescence, 24 h. 400,000 tested, 0.49% active. Potency, µM (highest dose often 56.7 µM), most hits filed as cytotoxic; note: potency is the fitted concentration of half-maximal effect; nearly all actives have a fitted effect of over 40% in size
HT1080 IDH1KD tx – qHTS for induction of synthetic lethality in tumor cells producing 2HG: qHTS for the HT-1080-IDH1KD cell line. HT-1080 IDH1 knockdown viability, ATP luminescence, 48 h. Potency, µM (series often up to 46.1 µM), for the others: at the top dose activity, negative = toxicity, hits mostly cytotoxic. 360,000 tested, 2% active. AID 686971, 2013;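 note: potency is the fitted concentration of half-maximal effect; 0% = DMSO wells and -100% = cell-free medium wells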
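After a 2 h attachment period, IDH1KD HT-1080 cells took pin-transferred compound for 48 h at 37 °C; ATP-based luminescence after 10 min room-temperature reagent incubation reported viability.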
MCF10A rereplic – A quantitative high throughput screen for small molecules that induce DNA re-replication in MCF 10a normal breast cells; Potency, µM (doses to about 46.1 µM), inactives show at the top dose activity, positive = re-replication, hits mostly activators; MCF 10A DNA re-replication, Hoechst nuclear intensity, 48 h; AID 624296, 2012; 350,000 tested, 2.9% active; note: potency is the fitted concentration of half-maximal effect; % of control where 0% means no effect; nearly all actives have a fitted effect of over 50% in size
HT1080-NT tox – qHTS for induction of synthetic lethality in tumor cells producing 2HG: qHTS for the HT-1080-NT fibrosarcoma cell line; HT-1080-NT fibrosarcoma viability, CellTiter-Glo ATP luminescence, 48 h; Potency, µM (doses to about 46.1 µM), for the others: at the highest dose activity, negative = less viability, hits mostly cytotoxic; 360,000 tested, 1.6% active; AID 686970, 2013;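 note: NT is the 2HG producing partner of a matched IDH1 knockdown line; potency is the fitted concentration of half-maximal effect; 0% = DMSO-treated cells and -100% = media-only wells without cells; nearly all actives have a fitted effect of over 55% in size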
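Toxicity toward the 2HG-producing NT line was scored as %Activity, normalised to DMSO and no-cell wells, from CellTiter-Glo luminescence after 48 hours' treatment.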
KB-V1 MDR tox – qHTS assay for MDR1-selective chemotherapeutics: Primary screen using the drug-selected MDR subline cells KB-V1; KB-V1 MDR cells viability, CellTiter-Glo, 72 h; Potency, µM (highest dose often 46.1 µM), inactives show at the top dose activity change, negative = cytotoxicity, actives largely listed as cytotoxic; 400,000 tested, 3.4% active; note: potency is the fitted concentration of half-maximal effect; % is set by controls: 0 for no effect and ±100 for the full control effect; nearly all actives have a fitted effect of over 60% in size
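Following 72 h at 37 degrees C with compound, KB-V1 cell viability was read by CellTiter-Glo luminescence, medium being phenol-red-free DMEM plus 10% FBS; concentration-response parameters came from normalized, curve-fitted qHTS data.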
IL-1B inflam inh – qHTS for Inhibitors of Inflammasome Signaling: IL-1-beta AlphaLISA Primary Screen. THP-1 LPS/ATP IL-1B secretion, AlphaLISA, 16 h; hits give low values. activity change, % at 57.5 µM. 360,000 tested, 4.7% active; in the data active = activity change below about -50%; inconclusive = mostly about -30% to -49%; note: % is set by controls: 0 for no effect and ±100 for the full control effect
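THP-1 cells pretreated 1 hr with compounds (up to 57.5 uM final), then stimulated with LPS (250 ng/mL final) plus ATP (1.25 mM final); secreted IL-1B measured by AlphaLISA after 16 hr, decreased signal indicating inhibition.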
KB-3-1 tox – qHTS assay for MDR1-selective chemotherapeutics: Primary screen using the parental adenocarcinoma cell KB-3-1; KB-3-1 viability, CellTiter-Glo ATP luminescence, 72 h; Potency, µM (top dose mostly 46.1 µM), without a hit: top-dose activity change, negative = cytotoxic, actives largely listed as cytotoxic; 400,000 tested, 1.4% active; note: potency is the fitted concentration of half-maximal effect; % is set by controls: 0 for no effect and ±100 for the full control effect; nearly all actives have a fitted effect of over 60% in size
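Using CellTiter-Glo luminescence, growth of non-resistant KB-3-1 adenocarcinoma cells is assessed 72 h after pin-tool compound addition at 37 °C. Normalized responses across the concentration series yield fitted curves.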
* marks the source's active call; other numbers are inactive results; i = inactive; ? = inconclusive; nt = no result given; & = joins results of further samples; [ ] = remark or other dose. Unless noted, calls come from the whole dose curve; as a rule, active = well fitted curve in the direction sought with a large enough effect; inconclusive = small, poorly fitted or top-dose-only effect, or another doubt; inactive = no such curve, though single readings can be large; an effect the other way counts as inactive or inconclusive. No enrichment for hits; about 11% have a hit in one of these screens.

A first look, 7 compounds:
canonical_smiles,SW480 rereplic,ATXN2 expr inh,ATXN viability,HT1080 IDH1KD tx,MCF10A rereplic,HT1080-NT tox,KB-V1 MDR tox,IL-1B inflam inh,KB-3-1 tox
O=C(CNCc1cccc2ccccc12)Nc1ccccc1[N+](=O)[O-],-3%,-15%,i,-4%,3%,1%,-1%,3,-8%
CCOC(=O)c1c(C)[nH]c(C)c1C(=O)CSc1nc2ccccc2n1CCOC,nt,0%,?,2%,-6%,5%,?,0,19%
COCCNC(=O)CN1C(=O)NC2(CCCc3ccccc32)C1=O (stereo unspecified),4%,-1%,i,23%,-2%,1%,3%,-1,2%
CN1CCN(S(=O)(=O)c2ccc(NC(=O)COc3ccccc3)cc2)CC1,6%,nt,nt,6%,?,10%,15%,-8,4%
CN(CC(=O)Nc1ccc(N2CCOCC2)cc1)CC(=O)Nc1ccc(Cl)cc1[N+](=O)[O-],-1%,-9%,i,-8%,-3%,-7%,-24%,12,6%
Cn1c(=O)n(C)c2cc([N+](=O)[O-])c(N3CCN(C(=O)c4ccccc4Br)CC3)cc21,-1%,?,i,-22%,1%,?,8%,?,-27%
CS(=O)(=O)NCc1nnc(SCc2ccccc2C(F)(F)F)o1,-5%,-5%,i,16%,6%,4%,1%,2,-5%

All compounds of this part (from the top)
canonical_smiles,SW480 rereplic,ATXN2 expr inh,ATXN viability,HT1080 IDH1KD tx,MCF10A rereplic,HT1080-NT tox,KB-V1 MDR tox,IL-1B inflam inh,KB-3-1 tox
O=C(CNCc1cccc2ccccc12)Nc1ccccc1[N+](=O)[O-],-3%,-15%,i,-4%,3%,1%,-1%,3,-8%
CCOC(=O)c1c(C)[nH]c(C)c1C(=O)CSc1nc2ccccc2n1CCOC,nt,0%,?,2%,-6%,5%,?,0,19%
COCCNC(=O)CN1C(=O)NC2(CCCc3ccccc32)C1=O (stereo unspecified),4%,-1%,i,23%,-2%,1%,3%,-1,2%
CN1CCN(S(=O)(=O)c2ccc(NC(=O)COc3ccccc3)cc2)CC1,6%,nt,nt,6%,?,10%,15%,-8,4%
CN(CC(=O)Nc1ccc(N2CCOCC2)cc1)CC(=O)Nc1ccc(Cl)cc1[N+](=O)[O-],-1%,-9%,i,-8%,-3%,-7%,-24%,12,6%
Cn1c(=O)n(C)c2cc([N+](=O)[O-])c(N3CCN(C(=O)c4ccccc4Br)CC3)cc21,-1%,?,i,-22%,1%,?,8%,?,-27%
CS(=O)(=O)NCc1nnc(SCc2ccccc2C(F)(F)F)o1,-5%,-5%,i,16%,6%,4%,1%,2,-5%
O=C(CNC(=S)N(CCCN1CCOCC1)Cc1cccs1)NCCCN1CCOCC1,2%,-21%,i,10%,0%,13%,0%,-11,-3%
CC1CCc2c(sc3ncnc(SCC(=O)N(C)C4CCS(=O)(=O)C4)c23)C1 (stereo unspecified),14%,nt,i,-1%,2%,0%,-1%,-16,-1%
COc1cc(/C=N/N2C(=O)CSC2=S)ccc1O,-12%,-10%,i,21%,1%,13%,8%,0,?
CCN(CC)S(=O)(=O)c1cc(OC)ccc1N=Nc1ccc(O)c2ncccc12,?,nt,nt,?,5%,?,-17%,34,-17%
COCC1CCN(c2nc3nonc3nc2N2CCSCC2)C1 (stereo unspecified),0%,-15%[11.3 µM],i,23%,-3%,14%,-25%,10,11%

Other entries:
canonical_smiles,SW480 rereplic,ATXN2 expr inh,ATXN viability,HT1080 IDH1KD tx,MCF10A rereplic,HT1080-NT tox,KB-V1 MDR tox,IL-1B inflam inh,KB-3-1 tox
CCCc1[nH]nc2c1C(CCc1ccccc1)C(C#N)=C(N)O2 (stereo unspecified),3%,-3%,i,0%,?,-8%,16%,-3,3%
O=C(Nc1cc(Cl)ccc1N1CCOCC1)c1ccc(Br)o1,-1%,0%,?,7%,-9%,3%,-3%,i,-12%
CC(=O)Nc1ccc(/C=C2/Sc3ccccc3C2=O)cc1,15%,34%,i,12%,3%,7%,3%,14,?
Cc1cc(C)cc(CC2CC(=O)N(c3ccc4c(c3)OCCO4)C2=O)c1 (stereo unspecified),3%,5%,i,9%,4%,-6%,-10%,-11,12%
O=C(NCCN1CCCCC1)c1cccc2c1C(=O)c1ccc(N3CCCC3)cc1S2(=O)=O,-3%,-9%,?,-1%,3%,0%,-16%,-3,-14%
CCCCCCCCC#Cc1nc(C)ccc1OC,-55%[inhibitor],0%,i,2%,25%,4%,0%,23,0%
CCOc1ccc(NC(=O)COc2ccc(C(=O)NCc3cccc(OC)c3)cc2OC)cc1,-4%,-9%,i,1%,1%,0%,8%,2,-11%
C=CCNC(=O)NC(=O)COC(=O)/C(C#N)=C/c1ccc(OC)cc1,-1%,4%,i,2%,-2%,?,-3%,4,1%
Cc1ccc2c(c1)-c1c(cnn1CC(=O)N1CCN(c3cc(Cl)ccc3C)CC1)CO2,nt,13%,i,nt,nt,nt,-2%,nt,7%
CCN1C[C@@H]2[C@@H]3C(=O)N(C)C(=O)[C@@H]3[C@](C)(C1=O)N2C(=O)c1ccc(C(F)(F)F)cc1,-31%,2%,i,9%,26%,5%,3%,-1,21%
O=C(CSCc1ccc(Cl)cc1)Nc1ccccc1C(=O)N1CCOCC1,-5%[9.22 µM],-2%,i,9%,0%,2%,-17%,-11,2%
CCCCC(=O)Nc1cccc(NC(=O)c2ccccc2Br)c1,-5%,-10%,i,-1%,4%,2%,5.2µM*,0,-2%

The results go on:
canonical_smiles,SW480 rereplic,ATXN2 expr inh,ATXN viability,HT1080 IDH1KD tx,MCF10A rereplic,HT1080-NT tox,KB-V1 MDR tox,IL-1B inflam inh,KB-3-1 tox
Cc1ccc(CSCCNC(=O)CN(c2cccc([N+](=O)[O-])c2)S(C)(=O)=O)cc1,4%,nt,i,-4%,-5%,-10%,-8%,-16,-15%
CC1=C(C(=O)Nc2ccccc2)C(c2cccnc2)n2nc(SCc3ccccc3F)nc2N1 (stereo unspecified),nt,1%,i,nt,nt,nt,?,nt,2%
O=C(C(Cc1ccccc1)n1cccc1)N1CCN(Cc2ccccc2)CC1 (stereo unspecified),7%,-23%,i,-6%,0%,4%,14%,-26,-1%
Cc1ccc(C)c(OCC(=O)OCC(=O)Nc2c(C)nn(-c3ccccc3)c2C)c1,-1%,-9%,i,1%,5%,1%,7%,12,6%
Cc1ccc(C)c(C(=O)NCCN(C)C)c1,-8%,-1%,i,21%,?,18%,9%,19,2%
CC(=O)Nc1sc(C)c(C)c1C(=O)OCC(=O)N(C)c1c(N)n(Cc2ccccc2)c(=O)[nH]c1=O,-5%,6%,i,-2%,1%,-2%,?,0,22%
CC(C)OC(=O)C1C2C=CC3(CN(Cc4cccs4)C(=O)C13)O2 (stereo unspecified),-4%,-2%,i,1%,3%,9%,24%,-6,5%
O=C(NCCCCNC(=O)c1ccco1)c1ccco1,-8%,11%,i,0%,3%,-2%,6%,-1,0%
C=CCNC(=S)Nc1sc2c(c1C(=O)OCC)CCN(C(=O)OCC)C2,-10%,-1%,i,0%,?,-3%,3%,-14,-12%
CC(=O)N1c2ccc(S(=O)(=O)NCC3CCC(C(=O)N4CCCCC4)CC3)cc2CC1C (stereo unspecified),-5%,0%,i,-1%,-1%,18%,-6%,33,-2%
O=C(Cn1cnc2ccccc21)OCC(=O)N1CCCc2ccccc21,-7%,3%,i,-5%,-5%,-1%,18%,3,3%
CS(=O)(=O)N(CC(=O)N1CCN(c2ccc(F)cc2)CC1)c1cccc(Cl)c1,-4%,4%,i,-15%,6%,-19%,9.2µM*,-8,-18%

(more compounds)
canonical_smiles,SW480 rereplic,ATXN2 expr inh,ATXN viability,HT1080 IDH1KD tx,MCF10A rereplic,HT1080-NT tox,KB-V1 MDR tox,IL-1B inflam inh,KB-3-1 tox
O=C(CCn1nc(-c2ccc(Cl)cc2)ccc1=O)N1CCN(c2ccccn2)CC1,?,3%,i,-4%,-4%,-6%,?,?,25%
Cc1ccc(-n2ncc3c2CCCC3NC(=O)CCc2cnn(C)c2)cc1C (stereo unspecified),-9%,-2%,?,8%,-1%,9%,?,13,-11%
COc1ccc2c(c1)SC1=NCCS(=O)(=O)N12,-4%,1%,i,1%,-5%,8%,-24%,-3,4%
CN1OC[C@@H]2CN(S(=O)(=O)c3cccc4ccccc34)[C@H](c3ccc(-c4ccccc4)cc3)C[C@@H]21,nt,-18%,?,?,nt,-26%,-13%,25,?
CC1(C)CC(=O)c2sc(NC(=O)C(C)(C)C)nc2C1,2%,80%[activator],i,12%,7%,?,-17%,-8,-9%
CCCN1CCC(=O)N([C@H](CN=[N+]=[N-])Cc2ccccc2)CC1,?,-3%,i,-2%,16%,-2%,-19%&-32%,-2,2%&2%
CC(NC(=O)CSc1nc2sc3c(c2c(=O)n1-c1ccccc1)CCCC3)c1ccccc1 (stereo unspecified),3%,-22%,i,13%,-5%,1%,?,36,7%
CC(C)CNC1CCS(=O)(=O)C1 (stereo unspecified),-15%,9%,i,8%,2%,6%,2%,16,-2%
CCC1(C(=O)OC)NC(c2ccccc2OC)C2C(=O)N(C)C(=O)C21 (stereo unspecified),-6%,2%,i,0%,0%,24%,19%,28,13%
CCc1ccccc1Nc1nn2c(=O)c3ccc(C(=O)NC(C)C)cc3nc2s1,nt,-4%,i,nt,nt,nt,11%,nt,-2%
O=C(CCN1CCOCC1)NCC1COc2ccccc2O1 (stereo unspecified),3%,1%,i,6%,-10%,12%,10%,18,12%
O=C(NCCCN1CCOCC1)c1ccco1,0%,0%,i,16%,10%,11%,?,4,1%
